HEK293 NOD2/NF-kB: inhibition of NOD2-driven NF-kB reporter – cell-based, luminescence, uHTS, HEK293 (AID 1566) | HEK293 NOD2/NF-kB luciferase reporter, luminescence; higher % means a stronger effect | inhibition, % at 4 µM; hits with a dose series show EC50 in µM | actives 0.63% (n = 290,000); in the data active = inhibition above about 50%; also: many of its hits are not listed in these tables
Yfh1-depleted yeast: mitochondrial function rescue without frataxin homolog – Friedreich's ataxia, plus single-dose screen, dose response (AID 1465) | actives 0.074% (n = 220,000) | S. cerevisiae Yfh1-off respiration, WST-1 reduction, 72 h; higher fold induction means a stronger effect | fold induction at 50 µM; hits with a dose series show EC50 in µM;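 active = fold induction of absorbance versus untreated yeast above a set limit, then at least 30% activation at any dose in follow-up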;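 also: activators that raise dye reduction in frataxin-depleted yeast; strong numbers were not always called active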
Lipid droplet: hepatic lipid droplet formation modulation | AML12 mouse hepatocytes, oleate lipid droplets, BODIPY imaging | inhibition, % at 6.5 µM | actives 0.4% (n = 240,000);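 active = lipid droplet intensity inhibited by at least 50%, with more than 500 cells counted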
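Test system: AML12 mouse liver cells; schedule: overnight exposure; technique: high-content imaging of BODIPY-stained droplets and DAPI nuclei; read-out: % inhibition of corrected integrated BODIPY droplet signal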
MT stabilize HCS: microtubule stabilizers in HeLa cells; HeLa tubulin immunostaining HCS, 24 h; share of cells brighter than vehicle mean+2SD; % tubulin-high responders, % at 10 µM; actives 0.83% (n = 200,000);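 active = plate Z-score above 3 for both tubulin-high and condensed-nucleus cell shares, with cell loss under 80%, at 10 µM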;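 also: anti alpha tubulin signal scored within the nucleus-defined area of each cell; some results filed as inactive read as strong as hits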
WT yeast gro inh: growth inhibition of WT yeast, mitochondrial fusion screen; actives 2.1% (n = 190,000); mitochondrial fusion phenotypic screen, WT strain; inhibition, % at 10 µM; in the data active = inhibition above about 58%; tested in S. cerevisiae
Autophagy mod: alters autophagy in cells; MEF GFP-LC3 puncta imaging; test concentration mostly 10 µM; calls only at 10 µM (by protocol); actives 0.98% (n = 190,000); AID 463193;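 active = percentage of spot-positive cells more than 3 SD above its plate mean, without a fluorescence outlier flag or 80% toxicity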;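 also: spot-positive cell cutoff set from DMSO-treated cells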
Insulin prom up: MIN6 insulin promoter up-regulation. MIN6 insulin promoter-GFP reporter, high-content imaging; active compounds read high. AID 1625. z-score at 5 µM. actives 0.3% (n = 190,000);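 active = z-score above 3 at 5 µM with at least 500 cells counted in the well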
bCat nuc transl: modulators of beta-catenin nuclear translocation. nuclear translocation activity, % at 5 µM. actives 0.3% (n = 190,000). HeLa beta-catenin nuclear translocation, immunofluorescence imaging;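 active = nuclear translocation activity above 50% at 5 µM, with a well cell count of 50 or more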;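 also: per-cell ratio of nuclear to cytoplasmic median beta-catenin stain intensity; plate controls were DMSO negative control for no effect and GSK-3 inhibitor IX positive control for full effect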
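Read-out: Nuclear/cytoplasmic beta-catenin signal ratio, % activation | Assay system: Human HeLa cell line | Times: 24 h compound exposure at 37°C, 5% CO2 | Signal: Fluorescence imaging of beta-catenin antibody stain plus DAPI | Dosing: 5 µM primary, 0.02–20 µM confirmation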
Dynein transport: dynein cargo transport inhibition; 3617.4 mouse cells, GR-EGFP nuclear translocation imaging; test concentration mostly 20 µM; stimulated with dexamethasone, 1 µM; active compounds read low; z-score, hits read low; actives 0.47% (n = 220,000); AID 1381;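 active = plate z-score of nuclear minus cytoplasmic receptor signal below a set negative limit, without overly bright fluorescence or cell loss, cut at about -3.5 in these data, passing the limit was not always enough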;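 also: z-score of nuclear minus cytoplasmic ring GR-EGFP intensity difference per well; some compounds called inactive have numbers as strong as hits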
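Medium: Induction medium lacking tetracycline, stripped serum | Probe or stimulus: 1.0 µM final dexamethasone stimulus | Schedule: 48 h induction, then 1 h compound, then 30 min agonist, 37 °C | Signal: Automated 10x imaging of fixed Hoechst-stained cells | Evaluation: Per-cell GR-EGFP intensity, nucleus versus surrounding cytoplasmic ring, well-averaged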
WT yeast gro inh mutant strain: further read-out of WT yeast gro inh, marked with its call; inhibition, %; mitochondrial fusion phenotypic screen, mutant strain inhibition
Dynein transport cytoplasmic EGFP: further read-out of Dynein transport, marked with its call; z-score; measured here: cytoplasmic GR-EGFP intensity; active compounds read high
Dynein transport nuclear GR-EGFP: further read-out of Dynein transport, marked with its call; z-score; measured here: nuclear GR-EGFP intensity;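 lower value marks the stronger effect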
Dynein transport cell count: also measured in Dynein transport; calls as there; z-score; measured here: cell count per field
Insulin prom up cell count: further read-out of Insulin prom up, marked with its call; cell count; measured here: cytotoxicity, nuclei count;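 total cells summed across four imaged fields per well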
Lipid droplet cells 6.5 µM: further read-out of Lipid droplet, marked with its call; cell count; measured here: cell count, cytotoxicity flag;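 cells counted across two imaged fields per well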
bCat nuc transl cell count 5 µM: also measured in bCat nuc transl; calls as there; cell count; measured here: cell count, cytotoxicity flag
MT stabilize HCS Hoechst-high %: recorded beside MT stabilize HCS, whose call it bears; % Hoechst-high responders; measured here: nuclear condensation Hoechst responders;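 share of cells brighter than vehicle mean plus two SD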
MT stabilize HCS cytotoxicity %: recorded beside MT stabilize HCS, whose call it bears; toxicity, %; measured here: cytotoxicity by cell density;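 0% = mean cell density of plate MIN control wells and 100% = no cells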
Autophagy mod cell loss 18 h: further read-out of Autophagy mod, marked with its call; toxicity, %; measured here: cell loss, nuclei count;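 cell loss after 18 h compound exposure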
The depositor's hits bear a star; i = inactive; . = no result given. Not all compounds are listed (hit frequency here may not be typical).

SMILES	HEK293 NOD2/NF-kB	Yfh1-depleted yeast	Lipid droplet	Lipid droplet cells 6.5 µM	MT stabilize HCS	MT stabilize HCS Hoechst-high %	MT stabilize HCS cytotoxicity %	WT yeast gro inh	WT yeast gro inh mutant strain	Autophagy mod	Autophagy mod cell loss 18 h	Insulin prom up	Insulin prom up cell count	bCat nuc transl	bCat nuc transl cell count 5 µM	Dynein transport	Dynein transport cytoplasmic EGFP	Dynein transport nuclear GR-EGFP	Dynein transport cell count
COc1cc2ccccc2cc1C(=O)Nc1ccccc1N1CCN(S(C)(=O)=O)CC1	-22.6%	i	-10.2	718	1.6	2.0	10.2	47.9	18.4	i	-3.2	-1.58	1206	-1.4	1197	-0.332	-0.0697	0.0637	0.0319
COc1ccc(NCN2C(=O)C3C4C=CC(C4)C3C2=O)cc1 (stereo not drawn)	4.2%	i	0.6	657	2.1	1.7	6.9	-1.8	-7.7	i	1.1	-0.29	1455	0.2	1114	-0.257	-0.243	-0.267	0.18
O=C(COC(=O)c1ccc(O)cc1)Nc1cccc(S(=O)(=O)N2CCCCC2)c1	13.7%	i	26.6	741	.	.	.	.	.	.	.	0.24	1027	-0.1	1282	0.101	-0.224	0.143	-0.122
Cc1cc(=O)[nH]c2cc(Cl)ccc12	7.0%	i	11.0	719	3.0	2.5	11.6	12.6	2.9	i	-3.0	-0.35	1285	-0.5	892	-1.65	-0.184	-0.728	0.511
COc1ccccc1NC(=O)CSc1nnnn1-c1ccc2c(c1)OCO2	1.5%	i	-1.5	662	2.3	2.5	9.5	16.9	-2.7	i	-0.6	1.11	1101	0.3	1012	-1.21	-0.253	-0.367	0.359
O=C(CSc1ncnc2ccccc12)c1ccc2c(c1)OCCO2	-4.7%	i	7.5	682	7.1	3.3	7.2	10.0	-5.5	i	-0.9	-1	1371	2.1	955	-1.76	-0.0949	-0.964	-0.245
O=c1[nH]c(N/N=C/c2ccccc2Br)nnc1-c1ccccc1	0.2%	i	-4.2	474	4.1	4.5	3.5	-12.2	-29.2	i	-3.8	.	.	-0.5	930	-0.58	-0.327	-0.548	0.841
Cc1cc2nccc(-c3ccncc3)n2n1	29.3%	i	27.7	739	3.8	3.0	12.3	-0.6	9.3	i	-5.8	-0.16	1301	1.4	1040	-0.0838	-0.294	0.245	1.11
Cc1cc(C)n(C(=O)COc2ccccc2[N+](=O)[O-])n1	1.6%	i	15.1	735	.	.	.	.	.	.	.	0.42	1352	-2.4	1059	0.0469	-0.207	-0.255	-0.149
COc1ccc(-n2c3c(cc(C(=O)NNc4ccccc4C)c2=O)C(=O)CC(C)(C)C3)cc1	2.1%	i	5.1	712	1.8	1.1	5.8	6.5	12.4	i	5.0	.	.	-1.0	1085	-0.0934	-0.243	-0.00376	0.0401
Cc1ccc2[nH]c(C(=O)O)c(NC(=O)c3ccccc3[N+](=O)[O-])c2c1	17.4%	i	0.6	698	1.2	2.4	3.6	2.1	0.2	i	15.5	0.21	1383	-3.5	593	0.482	-0.254	0.311	-0.343
COc1cccc(NC(=O)NCCCSC2CCCCC2)c1	3.6%	i	.	.	2.9	1.2	5.2	1.1	6.7	i	-1.9	-0.6	1289	2.4	1417	-1.7	-0.187	-1.25	0.514
COc1ccccc1NC(=O)COC(=O)[C@@H]1CCCN1C(=O)c1cccs1	6.9%	i	17.7	799	3.4	1.3	2.9	-5.8	-12.9	i	-14.1	-0.65	923	-0.6	1148	2.37	0.331	1.95	-2.17
COC(=O)c1ccccc1NC(=S)NC(=O)C1CCCCC1	11.0%	i	-12.6	637	1.0	2.1	7.7	20.4	6.7	i	-4.2	0.16	1367	-1.4	1013	0.14	-0.288	-0.334	0.418
COc1nc(C)ccc1-c1noc(-c2ccccn2)n1	-92.1%	i	-0.2	700	3.9	2.2	5.5	20.2	27.5	i	-1.1	0.92	1251	.	.	0.503	-0.269	0.265	0.489
Cc1ccc(NC(=O)C2CCN(C(=O)NC3CCCCC3)CC2)cc1Cl	7.5%	i	.	.	4.1	1.9	8.0	2.8	3.5	i	18.8	-0.09	1046	-2.8	866	2.93	-0.0632	1.61	-1.88
Cn1c(=O)cc(SCC(=O)N2CCOCC2)c2ccc(Cl)cc21	16.1%	i	-3.8	709	2.9	1.3	22.5	20.2	7.7	i	0.9	0.95	1192	-3.4	1242	-0.522	-0.268	-0.0326	-0.0455
O=C(C1=NN(c2ccccc2)C2C(=O)N(c3ccccc3Cl)C(=O)C12)c1ccccc1 (stereo not drawn)	18.4%	i	23.8	646	6.8	2.4	7.1	-75.2	18.0	i	12.1	1.14	1205	-0.3	1073	0.418	-0.112	0.792	-0.595
S=c1[nH]nc(-c2ccc(Cl)cc2Cl)n1Cc1ccccc1	17.4%	i	-6.2	653	4.2	1.5	5.0	50.9	15.3	i	18.0	0.05	1246	0.4	519	0.846	-0.233	0.616	-1.33
O=[N+]([O-])c1nn(-c2ccc(Cl)cc2)n(O)c1=NCc1ccccc1	-39.5%	i	8.3	744	4.1	1.5	0.9	25.7	27.1	i	3.8	0.73	1125	1.1	1127	0.372	-0.181	0.218	-0.499
Cc1ccc(CC(=O)Nc2cc([N+](=O)[O-])ccc2F)cc1	-13.0%	i	-11.3	629	1.4	2.1	2.4	5.5	8.6	i	11.2	0.04	1064	1.5	1557	-0.498	-0.227	-0.38	0.477
C/C(N)=C(/C#N)C(=O)COc1ncnc2ccc(Br)cc12	11.4%	i	.	.	0.4	1.2	7.3	7.6	11.4	i	3.5	-0.07	1619	-0.4	1395	0.149	-0.0997	-0.143	-0.0854
CCO/C=N/c1c(C#N)c2c(c(=S)n1C)COC(C)(C)C2	-7.7%	i	2.1	765	1.5	1.9	32.4	-0.2	-25.2	i	14.1	-0.35	1337	0.4	1077	-0.52	-0.263	0.0153	-0.243
Cc1cccc(C)c1NC(=O)C1(N(Cc2ccco2)C(=O)CC2NC(=O)NC2=O)CCCC1 (stereo not drawn)	1.5%	i	.	.	3.9	1.6	6.1	9.5	3.1	i	3.5	-0.25	1368	-3.5	961	-0.481	-0.202	-0.39	1.1
CCNC(=O)Cn1cnc2c1c(=O)n(C)c(=O)n2C	-4.1%	i	-10.9	692	1.1	1.7	30.3	-2.8	-0.5	i	4.3	-0.75	1349	.	.	-0.702	-0.248	-0.576	0.0836
COCCn1c(-c2ccc(OC)cc2)cnc1SCC(=O)Nc1ccc(OC)cc1OC	20.0%	i	-14.0	586	4.0	2.2	11.1	-2.6	-19.9	i	-0.4	-0.47	1413	-0.7	922	2.01	-0.3	0.614	-0.901
Cn1cc([N+](=O)[O-])c(C(=O)N/N=C\c2c[nH]c3ccccc23)n1	-21.0%	i	2.2	675	4.2	3.4	4.1	19.5	17.0	i	7.1	0.01	1370	0.9	1451	-0.0111	0.29	0.746	-0.811
Cc1ccc(S(=O)(=O)NN=C2C3CC4CC(C3)CC2C4)cc1[N+](=O)[O-]	21.1%	i	-23.2	487	3.1	1.3	5.5	-7.3	20.3	i	9.0	0.24	2153	-1.0	952	-0.499	-0.265	-0.27	0.474
COc1ccc(Oc2ccc(C(F)(F)F)cc2NC(=O)c2ccc(C)cc2)cc1	-3.7%	i	-3.1	649	.	.	.	.	.	.	.	0.48	963	-0.6	1324	-0.415	-0.196	0.208	0.946
CCOC(=O)CSc1nnc(NCC(=O)OC)c(=O)[nH]1	7.1%	i	8.8	825	1.6	1.2	3.2	-4.0	-20.8	i	0.0	.	.	-4.6	1390	1.77	0.578	1.17	-1.49
O=C1CCC(=O)N1CNc1ccccn1	-4.1%	i	-3.5	707	3.6	1.9	5.9	-8.7	-2.0	i	14.4	0.18	1232	0.6	1090	0.667	0.0529	0.256	1.02
COc1ccc(NC2=CC(=O)CC(C)(C)C2)cc1OC	9.4%	i	.	.	3.7	2.0	3.5	-0.6	-0.4	i	-58.9	0.67	1012	-1.5	1204	-0.266	0.13	-0.123	1.23
CCOC(=O)CSc1nc2c([nH]c3ccccc32)c(=O)n1C	-2.1%	i	-0.1	781	2.1	2.9	7.2	-9.9	12.5	i	22.7	-0.31	1263	.	.	0.36	-0.14	0.838	-0.224
COc1ccc(NC(=O)c2sccc2C)cn1	-19.9%	i	60.4*	654*	2.9	2.1	2.0	-0.5	17.9	i	9.0	0.65	1078	-0.4	1099	0.633	-0.233	1.24	-1.87
COc1ccc(/C=N/Nc2cn[nH]c(=O)c2Cl)cc1	-39.7%	i	.	.	6.1	5.0	14.0	-14.7	-34.4	i	-7.6	-1.11	1281	0.3	859	-0.475	-0.105	-0.173	0.977
COC(=O)c1cc(N=Nc2c(C)[nH]c3ccccc23)cc(C(=O)OC)c1	-17.0%	i	9.3	691	.	.	.	.	.	.	.	0.08	964	-0.6	1319	1.8	-0.213	1.92	-2.25
COc1ccc(C2(CNC(C)=O)CCCC2)cc1OC	19.0%	i	6.0	786	5.5	2.7	14.9	-15.6	-66.1	i	35.8	0.69	1196	-2.6	1133	0.688	0.142	1.11	-1.78
